IDE cell inh – human IDE inhibitors in live cells, primary screen, fluorescence polarization, HEK cells, FAbetaB substrate | actives 0.41% (n = 320,000) | FAbetaB cleavage | AID 434962, 2010 | Insulin-degrading enzyme (Homo sapiens), P14735 | inhibition, % at 5.59 µM;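 active = percent inhibition above the average of all tested compounds plus 3 SD, set per screening campaign, cut at about 16% in these data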;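 note: IDE supplied by intact live HEK cells; FP after avidin binding of uncleaved biotin substrate so inhibition keeps polarization high; 0% = DMSO wells and 100% = 60 µM reference IDE inhibitor Ii1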
M4 ag – human M4 muscarinic receptor agonists, primary screen, CHO-K1 cells, Fluo-8 calcium fluorescence | CHO-K1 hM4/Gqi5; vehicle 0%, full acetylcholine response 100% | AID 624127, 2012 | Muscarinic acetylcholine receptor M4 (Homo sapiens), P08173 | activation, % at 3 µM | actives 0.14% (n = 360,000);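 active = activation above the run mean over all test wells plus 3 SD, cut at about 32% in these data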;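 note: peak over basal fluorescence ratio per well then scaled between controls; 0% = DMSO wells and 100% = acetylcholine at EC100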
Target sequence (P08173 whole entry, looked up): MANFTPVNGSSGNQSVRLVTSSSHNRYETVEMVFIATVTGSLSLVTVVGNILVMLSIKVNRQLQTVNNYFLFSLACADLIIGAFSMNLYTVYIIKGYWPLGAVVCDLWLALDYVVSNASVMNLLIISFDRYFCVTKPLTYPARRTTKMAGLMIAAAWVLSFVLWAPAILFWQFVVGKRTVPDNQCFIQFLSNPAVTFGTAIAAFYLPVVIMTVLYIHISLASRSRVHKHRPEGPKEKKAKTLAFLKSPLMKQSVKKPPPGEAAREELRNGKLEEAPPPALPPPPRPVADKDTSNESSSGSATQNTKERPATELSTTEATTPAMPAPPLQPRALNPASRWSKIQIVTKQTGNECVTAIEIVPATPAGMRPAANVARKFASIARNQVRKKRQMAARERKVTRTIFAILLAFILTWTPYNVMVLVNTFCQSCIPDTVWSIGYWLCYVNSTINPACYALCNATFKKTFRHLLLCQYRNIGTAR
CRFR2-BP ag – agonists of CRF-BP/CRF-R2 complex, primary screen, cell-based, HEK293, calcium dye fluorescence, uHTS; CRF-binding protein / CRF receptor 2 complex (human); calcium dye fluorescence (FLIPR); percent of saturating CRF peptide response; activation, % at 13.2 µM; actives 0.46% (n = 350,000);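 active = activation of at least 50%, plus an integration ratio under a set limit after plate pattern correction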;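 note: plate controls were neutral control wells without compound for no effect and CRF at EC100 for full effect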
M4 antag – human M4 muscarinic receptor antagonists, primary screen, CHO cells, Fluo-8 calcium fluorescence | inhibition, % at 3 µM | CHO-hM4 cells, ACh EC80 | actives 0.73% (n = 360,000) | AID 624125, 2012 | Muscarinic acetylcholine receptor M4 (Homo sapiens), P08173;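 active = inhibition above its plate's cutoff, the mean inhibition of sample wells plus 3 SD, cut at about 27% in these data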;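 note: 0% = acetylcholine EC80 with DMSO and 100% = DMSO without agonist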
M4 PAM – human M4 muscarinic receptor positive allosteric modulators, primary screen, CHO-K1 cells, Fluo-8 calcium fluorescence | actives 0.4% (n = 360,000) | CHO-K1 hM4/Gqi5, ACh EC20; 0% = ACh EC20, 100% = maximal ACh | activation, % at 3 µM | Muscarinic acetylcholine receptor M4 (Homo sapiens), P08173 | AID 624126, 2012;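 active = activation above its plate's cutoff, the mean activation of sample wells plus 3 SD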; note: some results filed as inactive read as strong as hits
CHRM5 agonist – human M5 muscarinic receptor agonists, primary screen, CHO-K1 cells, Fluo-8 calcium fluorescence; Muscarinic acetylcholine receptor M5 (Homo sapiens), P08912; CHO-K1 hM5 cells; 0% DMSO wells, 100% maximal acetylcholine response; activation, % at 3 µM; actives 0.19% (n = 360,000);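 active = activation above the run's mean over test compounds plus 3 SD, cut at about 23% in these data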;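 note: signal is peak over basal fluorescence ratio across the kinetic read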
Target sequence (P08912 whole entry, looked up): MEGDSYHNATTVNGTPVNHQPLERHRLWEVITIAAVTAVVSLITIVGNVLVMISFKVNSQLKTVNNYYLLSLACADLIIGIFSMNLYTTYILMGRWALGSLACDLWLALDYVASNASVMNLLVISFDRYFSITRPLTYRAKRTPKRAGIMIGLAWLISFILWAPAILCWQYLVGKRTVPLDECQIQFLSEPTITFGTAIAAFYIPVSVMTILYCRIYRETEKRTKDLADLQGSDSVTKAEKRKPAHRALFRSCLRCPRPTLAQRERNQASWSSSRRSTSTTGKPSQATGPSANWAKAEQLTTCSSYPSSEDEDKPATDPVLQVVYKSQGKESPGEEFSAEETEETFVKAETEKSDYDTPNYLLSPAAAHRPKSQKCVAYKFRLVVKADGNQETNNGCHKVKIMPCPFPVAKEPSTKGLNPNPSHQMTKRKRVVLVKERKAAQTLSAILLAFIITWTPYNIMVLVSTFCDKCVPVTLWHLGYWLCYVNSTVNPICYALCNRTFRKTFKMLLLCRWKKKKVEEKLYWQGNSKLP
CRFR2-BP antag – antagonists of CRF-BP/CRF-R2 complex, primary screen, cell-based, HEK293, calcium dye fluorescence, uHTS. actives 0.59% (n = 350,000). CRF-induced calcium fluorescence. inhibition, % at 11.8 µM;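 active = inhibition of the ligand-induced calcium signal above about 50% at the single tested concentration, limit read from the data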
M5 PAM – human M5 muscarinic receptor positive allosteric modulators, primary screen, CHO-K1 cells, Fluo-8 calcium fluorescence | AID 624038, 2012 | actives 0.3% (n = 360,000) | CHO-K1 hM5, ACh EC20 PAM; 0% = ACh EC20, 100% = ACh EC100 | activation, % at 3 µM | Muscarinic acetylcholine receptor M5 (Homo sapiens), P08912;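 active = activation above the run cutoff, the mean activation of all test compounds plus 3 SD, cut at about 18% in these data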
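System: CHO-K1 hM5 cells. Reagent: acetylcholine, EC20 level. Compound dosing: single dose, 3 µM nominal final test concentration. Timing: Post-acetylcholine fluorescence recording 140 s. Detection: Fluo-8 calcium fluorescence. Read-out: % activation, ACh-normalized. Benchmarks: ACh EC20 and EC100 wells. Repeats: singlicate, one well per test compound.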
CHRM5 antagonist – human M5 muscarinic receptor antagonists, primary screen, CHO cells, Fluo-8 calcium fluorescence | inhibition, % at 3 µM | Muscarinic acetylcholine receptor M5 (Homo sapiens), P08912 | AID 624040, 2012 | CHO-hM5 cells, ACh EC80 | actives 0.59% (n = 360,000);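 active = inhibition above a per-plate cutoff, the mean of that plate's test compounds plus 3 SD, cut at about 27% in these data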;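 note: 0% = acetylcholine EC80 with DMSO and 100% = DMSO without agonist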
Active calls of the source: *. The order is random, and some 2.9% of all compounds hit somewhere here.

For CCOc1cccc(C2/C(=C(\O)c3ccc4c(c3)OCCO4)C(=O)C(=O)N2Cc2ccncc2)c1 (stereo unspecified) the results were IDE cell inh -0.1, M4 ag -0.2, CRFR2-BP ag 0.8, M4 antag -5.7, M4 PAM 1.4, CHRM5 agonist -3.0, CRFR2-BP antag -7.9, M5 PAM 0.2 and CHRM5 antagonist 1.0.
For Cc1cc2nc(C3CCN(CC4COc5ccccc5O4)CC3)[nH]c2cc1C (stereo unspecified) the results were IDE cell inh -2.6, M4 ag 7.2, CRFR2-BP ag -1.4, M4 antag -7.1, M4 PAM -4.1, CHRM5 agonist 0.6, CRFR2-BP antag 6.4, M5 PAM -6.5 and CHRM5 antagonist -0.8.
For COc1ccc(CS(=O)c2nc(C)cc(C)c2S(C)(=O)=O)cc1 (stereo unspecified) the results were IDE cell inh -2.6, M4 ag 1.5, CRFR2-BP ag 0.1, M4 antag -7.2, M4 PAM 5.0, CHRM5 agonist -8.5, CRFR2-BP antag -6.6, M5 PAM -7.8 and CHRM5 antagonist -3.3.
Screening Cc1onc(-c2ccccc2Cl)c1C(=O)NNC(=O)c1ccccc1F returned IDE cell inh 4.4, M4 ag 0.2, CRFR2-BP ag -0.2, M4 antag -2.8, M4 PAM 9.3, CHRM5 agonist -1.9, CRFR2-BP antag 2.5, M5 PAM 2.9 and CHRM5 antagonist -1.1.
For Cc1ccc(N(C(=O)c2csnn2)C(C(=O)NC(C)(C)C)c2ccncc2)cc1 (stereo unspecified) the results were IDE cell inh 0.6, M4 ag -1.0, CRFR2-BP ag 3.4, M4 antag 8.2, M4 PAM 9.5, CHRM5 agonist 0.1, CRFR2-BP antag -1.7, M5 PAM -1.5 and CHRM5 antagonist -0.1.
Screening O=C(CSc1nnc(NC(=O)Cc2ccccc2)s1)NCC1CCCO1 (stereo unspecified) returned IDE cell inh 0.7, M4 ag 0.7, CRFR2-BP ag 2.3, M4 antag -0.5, M4 PAM 3.8, CHRM5 agonist 2.9, CRFR2-BP antag 22.7, M5 PAM 3.6 and CHRM5 antagonist 4.7.
For Cc1ccccc1C(=O)NCCSc1ccccc1 the results were IDE cell inh -2.2, M4 ag 0.1, CRFR2-BP ag -5.9, M4 antag 1.4, M4 PAM -3.6, CHRM5 agonist -4.1, CRFR2-BP antag 13.8, M5 PAM 3.9 and CHRM5 antagonist -1.7.
For Cc1cccc(CN2C(=O)/C(=C\c3ccc(C(=O)NCCCN4CCN(C)CC4)cc3)Oc3ccccc32)c1 the results were IDE cell inh -2.6, M4 ag 4.9, M4 antag -1.4, M4 PAM 1.0, CHRM5 agonist -7.2, M5 PAM 4.0 and CHRM5 antagonist -11.7.
Screening O=C(CC(c1ccccc1)c1cc(Br)ccc1O)NCCCN1CCOCC1 (stereo unspecified) returned IDE cell inh -0.6, M4 ag 2.7, CRFR2-BP ag -1.2, M4 antag 2.4, M4 PAM -7.7, CHRM5 agonist -6.8, CRFR2-BP antag -9.9, M5 PAM 1.2 and CHRM5 antagonist 8.6.
For COc1ccccc1N1CCN(S(=O)(=O)c2c(C)[nH]c(C)c2C(=O)N2CCCC2)CC1 the results were IDE cell inh 0.8, M4 ag 0.3, CRFR2-BP ag 4.3, M4 antag -1.5, M4 PAM -1.2, CHRM5 agonist -2.1, CRFR2-BP antag 6.9, M5 PAM 10.4 and CHRM5 antagonist -6.0.
COc1cc(CN2C[C@@H](CO)O[C@@H](n3cnc4c(N5CCN(c6ccccc6)CC5)ncnc43)C2)cc(OC)c1OC was read as M4 ag 3.6, M4 antag -1.0, M4 PAM -2.0, CHRM5 agonist 1.1, M5 PAM -3.7 and CHRM5 antagonist 6.0.
For Cc1ccc(CNC(=O)c2ccc(CN3CCOCC3)cc2)cc1 the results were IDE cell inh 1.1, M4 ag -0.4, CRFR2-BP ag 0.4, M4 antag 14.1, M4 PAM 1.6, CHRM5 agonist -0.3, CRFR2-BP antag -10.8, M5 PAM 0.7 and CHRM5 antagonist -0.9.
Screening O=C1CN(C(=O)CSc2nc3cc(Cl)ccc3c(=O)n2Cc2ccccc2)c2ccccc2N1 returned IDE cell inh 2.3, M4 ag 2.1, CRFR2-BP ag 0.7, M4 antag -5.3, M4 PAM -3.0, CHRM5 agonist -3.4, CRFR2-BP antag -5.4, M5 PAM 1.8 and CHRM5 antagonist 4.8.
NC(=O)CC(NC(=O)Cc1ccc(Br)cc1)c1ccc(N2CCCCCCC2)c([N+](=O)[O-])c1 (stereo unspecified) was read as IDE cell inh -6.6, M4 ag 0.8, CRFR2-BP ag 0.3, M4 antag 0.5, M4 PAM 3.0, CHRM5 agonist 2.9, CRFR2-BP antag 16.8, M5 PAM 8.4 and CHRM5 antagonist -5.5.
`CN(C)Cc1c(C(=O)N/N=C/c2ccccc2OCc2ccc(F)cc2)nnn1-c1nonc1N` gave IDE cell inh -5.6, M4 ag 1.3, CRFR2-BP ag 2.6, M4 antag 4.3, M4 PAM -9.8, CHRM5 agonist -0.6, CRFR2-BP antag 11.6, M5 PAM 2.8 and CHRM5 antagonist 1.8.

The list goes on; the last two above are carried over.
NC(=O)CC(NC(=O)Cc1ccc(Br)cc1)c1ccc(N2CCCCCCC2)c([N+](=O)[O-])c1 (stereo unspecified) was read as IDE cell inh -6.6, M4 ag 0.8, CRFR2-BP ag 0.3, M4 antag 0.5, M4 PAM 3.0, CHRM5 agonist 2.9, CRFR2-BP antag 16.8, M5 PAM 8.4 and CHRM5 antagonist -5.5.
`CN(C)Cc1c(C(=O)N/N=C/c2ccccc2OCc2ccc(F)cc2)nnn1-c1nonc1N` gave IDE cell inh -5.6, M4 ag 1.3, CRFR2-BP ag 2.6, M4 antag 4.3, M4 PAM -9.8, CHRM5 agonist -0.6, CRFR2-BP antag 11.6, M5 PAM 2.8 and CHRM5 antagonist 1.8.
`Cc1ccc(O)c(-c2cc(C(=O)Nc3c(C)n(C)n(-c4ccccc4)c3=O)[nH]n2)c1` gave IDE cell inh 2.8, M4 ag 9.0, CRFR2-BP ag -0.1, M4 antag -5.5, M4 PAM 1.2, CHRM5 agonist 1.6, CRFR2-BP antag 12.3, M5 PAM -2.1 and CHRM5 antagonist 4.1.
For COc1ccc(N2CCN(C(=O)CSc3nnc(-c4ccc5[nH]c(C)c(C)c5c4)o3)CC2)cc1 the results were IDE cell inh 1.6, M4 ag 1.3, CRFR2-BP ag 0.7, M4 antag -4.3, M4 PAM 0.8, CHRM5 agonist 2.2, CRFR2-BP antag 5.6, M5 PAM 2.7 and CHRM5 antagonist -6.0.
`CCOc1ccc(C(=O)Nc2cccc(-c3ccc(N4CCOCC4)nn3)c2)cc1OCC` gave IDE cell inh 1.0, M4 ag 16.4, CRFR2-BP ag 0.0, M4 antag 3.7, M4 PAM -13.2, CHRM5 agonist -0.8, CRFR2-BP antag 3.2, M5 PAM -14.7 and CHRM5 antagonist 16.7.
Cc1[nH]c(=O)[nH]c(=O)c1/C=N/NC(=O)[C@H](CC(C)C)NC(=O)OC(C)(C)C was read as IDE cell inh -0.9, M4 ag -0.4, CRFR2-BP ag 0.3, M4 antag 3.0, M4 PAM 0.4, CHRM5 agonist -6.1, CRFR2-BP antag -5.5, M5 PAM 6.2 and CHRM5 antagonist -6.8.
Screening COCCNC(=S)N1CCCN(c2nc3cc(C)ccc3cc2C#N)CC1 returned IDE cell inh 5.5, M4 ag 5.1, CRFR2-BP ag 0.5, M4 antag 1.6, M4 PAM -4.4, CHRM5 agonist 1.6, CRFR2-BP antag -5.2, M5 PAM -1.4 and CHRM5 antagonist -0.3.
For COC(=O)c1[nH]c2ccccc2c1NC(=O)C(C)N1CC(C)OC(C)C1 (stereo unspecified) the results were IDE cell inh -2.0, M4 ag 2.3, CRFR2-BP ag 0.1, M4 antag -10.6, M4 PAM 5.7, CHRM5 agonist 0.6, CRFR2-BP antag -6.9, M5 PAM 9.8 and CHRM5 antagonist -7.6.
For O=C(COc1ccccc1)NC(NC(=S)Nc1ccccc1O)C(Cl)(Cl)Cl (stereo unspecified) the results were IDE cell inh 2.4, M4 ag 8.1, CRFR2-BP ag -2.2, M4 antag -8.2, M4 PAM 4.0, CHRM5 agonist -1.2, CRFR2-BP antag 9.9, M5 PAM -10.1 and CHRM5 antagonist 4.5.
For CCCCS(=O)(=O)N1CCC(C(=O)Oc2ccc(Cl)cc2)CC1 the results were IDE cell inh 3.9, M4 ag 3.5, CRFR2-BP ag -3.0, M4 antag -13.9, M4 PAM 1.3, CHRM5 agonist 2.6, CRFR2-BP antag 1.4, M5 PAM -5.8 and CHRM5 antagonist 4.3.
Screening O=C(C1=C[C@@H](C2CC2)C[C@@H](OCc2ccc(CO)cc2)O1)N1CCN(Cc2ccc3c(c2)OCO3)CC1 returned IDE cell inh 7.7, M4 ag 5.4, CRFR2-BP ag -1.1, M4 antag -8.7, M4 PAM 2.7, CHRM5 agonist -3.2, CRFR2-BP antag 4.5, M5 PAM -12.1 and CHRM5 antagonist 13.4.
For COCCn1c(N)c(N(Cc2ccccc2)C(=O)c2cc3ccccc3o2)c(=O)[nH]c1=O the results were IDE cell inh 1.7, M4 ag 1.0, CRFR2-BP ag 0.6, M4 antag -17.9, M4 PAM 8.2, CHRM5 agonist 0.2, CRFR2-BP antag -5.8, M5 PAM 4.0 and CHRM5 antagonist -4.5.
Screening CCOc1ccc(S(=O)(=O)N2CCCC(C(=O)NC3CCCC3)C2)cc1 (stereo unspecified) returned IDE cell inh 0.5, M4 ag 0.1, CRFR2-BP ag -2.7, M4 antag 10.3, M4 PAM -4.8, CHRM5 agonist -3.4, CRFR2-BP antag 10.1, M5 PAM -2.2 and CHRM5 antagonist 7.9.
`COc1cccc(CNC(=O)c2cc(S(=O)(=O)N3CCCCC3)ccc2C)c1` gave M4 ag 5.4, CRFR2-BP ag 0.1, M4 antag -0.1, M4 PAM -1.7, CHRM5 agonist -0.4, CRFR2-BP antag -8.8, M5 PAM -3.3 and CHRM5 antagonist 4.1.
CCCOc1ccc(/C=N/n2nnnc2N)cc1OC was read as M4 ag -0.2, CRFR2-BP ag -1.2, M4 antag 0.3, M4 PAM 1.5, CHRM5 agonist -0.9, CRFR2-BP antag -7.1, M5 PAM -2.6 and CHRM5 antagonist -4.7.
Screening Cc1ccc(-c2c(C(=O)N/N=C/c3cccs3)nnn2-c2nonc2N)cc1 returned IDE cell inh 1.5, M4 ag 4.5, CRFR2-BP ag 5.3, M4 antag -3.4, M4 PAM 4.0, CHRM5 agonist 17.5, CRFR2-BP antag -69.8, M5 PAM 5.3 and CHRM5 antagonist -4.0.

High-throughput results from PubChem BioAssay.
